RAD52 anneal inh: RAD52 DNA annealing inhibitors, primary screen, biochemical, FRET, single point, set 2 | DNA repair protein RAD52 homolog (Homo sapiens), P43351 | AID 651710, 2012 | 360,000 compounds, 0.46% hits | inhibition, % at 18.7 µM | recombinant RAD52 DNA annealing, FRET fluorescence;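 active = every replicate showing at least 50% inhibition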
Target sequence (P43351 whole entry, looked up): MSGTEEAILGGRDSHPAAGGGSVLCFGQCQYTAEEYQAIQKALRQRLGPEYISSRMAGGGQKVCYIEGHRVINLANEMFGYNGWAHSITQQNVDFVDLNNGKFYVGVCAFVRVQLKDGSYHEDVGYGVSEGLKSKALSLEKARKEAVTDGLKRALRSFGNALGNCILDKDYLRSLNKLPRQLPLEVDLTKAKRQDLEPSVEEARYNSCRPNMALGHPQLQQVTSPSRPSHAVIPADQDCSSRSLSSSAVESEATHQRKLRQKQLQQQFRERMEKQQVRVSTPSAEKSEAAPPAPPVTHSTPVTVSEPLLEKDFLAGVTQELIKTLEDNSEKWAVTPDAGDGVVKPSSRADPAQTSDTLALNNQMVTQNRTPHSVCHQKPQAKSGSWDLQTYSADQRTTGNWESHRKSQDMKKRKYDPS
E-sel inducer: E-selectin induction in HUVECs, primary screen, imaging, HUVEC, immunofluorescence imaging, single point | activation, % at 7.58 µM | P16581 | AID 686992, 2013 | 260,000 compounds, 0.37% hits | normalized: neutral wells 0, TNF-alpha wells 100;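 active = mean E-selectin-positive cell signal at least 10% of the positive control, reached in at least 60% of replicates, without over 20% cell loss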;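 note: in these data hits start at about 27%; measured in HUVEC primary endothelial cells; signal is the percent of cells scored E-selectin positive by PE staining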
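System: HUVEC / Compound: single concentration / Signal: immunofluorescence imaging / Read-out: percent E-selectin-positive cells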
RAD54 branch: inhibitors of human RAD54 branch migration, primary screen, biochemical, fluorescence, single point; RAD54 Holliday junction branch migration, FAM/BHQ fluorescence; DNA repair and recombination protein RAD54-like (Homo sapiens), Q92698; 360,000 compounds, 0.14% hits; inhibition, % at 10.4 µM;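 active = mean normalized replicate activity at least 40 and at least half of replicates scoring 40 or more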;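 note: 0% = median of neutral control wells and 100% = median of positive control wells; inhibitors cause a drop in the FAM fluorescence signal; in these data hits start at about 50%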
ARNT-TACC3 inh: disruptors of ARNT/TACC3 protein interaction, primary screen, biochemical, AlphaScreen, single concentration; Transforming acidic coiled-coil-containing protein 3 (Homo sapiens), Q9Y6A5; AID 623870, 2012; inhibition, % at 9.99 µM; 390,000 compounds, 0.66% hits; AlphaScreen His-ARNT PAS-B/GST-TACC3 binding, luminescence; TACC3 fragment carries E629A point mutation;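 active = mean inhibition of replicates at least 50% and at least half of replicates each reaching 50%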;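 note: 0% = complete ARNT plus TACC3 wells and 100% = ARNT alone without TACC3; many hits fall short of the cut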
Casp6 inh: human caspase-6 inhibitors, primary screen, biochemical, VEID-R110 fluorescence, single point, set 2. P55212. purified caspase-6, Z-VEID-R110 cleavage fluorescence. inhibition, % at 12.5 µM. 350,000 compounds, 0.53% hits;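 active = mean inhibition across replicates at least about 35%, with every replicate also reaching that limit, limit read from the data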;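 note: 0% = median of neutral control wells and 100% = no fluorescence left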
Target sequence (P55212 24-179 limits assumed): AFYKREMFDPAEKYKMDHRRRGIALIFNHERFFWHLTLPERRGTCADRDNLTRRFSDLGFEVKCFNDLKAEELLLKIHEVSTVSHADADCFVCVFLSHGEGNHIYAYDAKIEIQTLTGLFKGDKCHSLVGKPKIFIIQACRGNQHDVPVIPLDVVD
Target sequence (P55212 194-293 limits assumed): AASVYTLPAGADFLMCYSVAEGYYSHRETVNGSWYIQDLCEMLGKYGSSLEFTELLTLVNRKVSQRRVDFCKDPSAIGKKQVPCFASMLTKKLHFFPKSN
PglD DTNB: C. jejuni PglD acetyltransferase inhibitors, primary screen, biochemical, DTNB colorimetric, single point; 360,000 compounds, 0.098% hits; UDP-N-acetylbacillosamine N-acetyltransferase PglD (Campylobacter jejuni); inhibition, % at 12.5 µM; AID 602405, 2012; purified PglD enzyme, DTNB colorimetric CoA detection; in the data active = inhibition above about 16%, passing the limit was not always enough; note: strong numbers were not always called active
ERp5 block: inhibitors of ERp5-driven insulin aggregation, primary screen, biochemical, turbidity, absorbance 650 nm, single point | inhibition, % at 9.99 µM | 350,000 compounds, 0.05% hits | 90 min | Protein disulfide-isomerase A6 (Homo sapiens), Q15084;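 active = mean replicate inhibition above about 25%, with every replicate also reaching it, limit read from the data, passing the limit was not always enough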
esBAF inh: Bmi1 luciferase reporter increase in mESCs, primary screen, esBAF inhibitor project, mouse ES cells, Bmi1 luciferase knock-in, single point; 24 h; 100% = twice the neutral-well signal; reporter increase, % at 12.5 µM; 350,000 compounds, 2% hits; in the data active = activation above about 40%;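 note: 0% = median of the plate's neutral control wells and 100% = double that signal; a rise in the Bmi1 reporter signal indicates esBAF inhibition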
The depositor's hits bear a star.

Screening CC(=O)Nc1ccc(NC(=O)COC(=O)Cn2cnc3ccccc32)cc1 returned RAD52 anneal inh -18, E-sel inducer -0.1, RAD54 branch -4, ARNT-TACC3 inh -4, Casp6 inh -2, PglD DTNB 0 and ERp5 block 4.
COc1ccc2c(c1)C(c1ccc(N3CCOCC3)cc1)=NNC(c1cccnc1)=N2 was read as RAD52 anneal inh -14, E-sel inducer 1.0, ARNT-TACC3 inh 9, Casp6 inh 1 and ERp5 block 4.
`Cc1ccc(/C([O-])=C(/C(=S)NCc2ccc3c(c2)OCO3)[n+]2ccc(N(C)C)cc2)c(C)c1` gave RAD52 anneal inh -19, ARNT-TACC3 inh 14, Casp6 inh -6 and ERp5 block -5.
`COc1ccccc1NC(=O)c1cccc(S(=O)(=O)N2CCN(Cc3ccccc3)CC2)c1` gave RAD52 anneal inh -4, E-sel inducer 4.2, ARNT-TACC3 inh 4, Casp6 inh -125 and ERp5 block 5.
CCCCCCCNC(=O)c1cc(-c2ccncc2)nc2ccccc12 was read as RAD52 anneal inh -2, RAD54 branch 3, ARNT-TACC3 inh -6, Casp6 inh 1, PglD DTNB 0, ERp5 block -2 and esBAF inh -1.
For O=C(Nc1ccccc1Cl)N1CCN(c2ncccn2)CC1 the results were RAD54 branch -5, ARNT-TACC3 inh -2, PglD DTNB -1 and esBAF inh -8.
For CN1c2ccc(-c3cccc(C#N)c3)cc2[C@@H]2[C@@H](CCN2C(=O)C2CCC2)[C@@H]1CO the results were E-sel inducer 0.0, RAD54 branch -1, ARNT-TACC3 inh 2, PglD DTNB -1 and esBAF inh -8.
COc1ccc(NC(=O)Nc2ccc3c(c2)C(=O)N([C@H](C)CO)C[C@H](C)[C@H](CN(C)S(=O)(=O)c2cccs2)OCCCC[C@@H](C)O3)cc1 was read as RAD52 anneal inh -7, E-sel inducer 0.1, RAD54 branch 5, ARNT-TACC3 inh 10, Casp6 inh 0, PglD DTNB -2, ERp5 block -1 and esBAF inh 6.
`C[n+]1ccc(C(=O)NCCC[N+](C)(C)C)cc1/C=N/O` gave RAD52 anneal inh 10, E-sel inducer -0.7, ARNT-TACC3 inh -6, Casp6 inh -27 and ERp5 block -2.
COc1ccccc1N=Nc1ccc(O)c2ncccc12 was read as RAD52 anneal inh -59, E-sel inducer -0.1, RAD54 branch -3, ARNT-TACC3 inh 66*, Casp6 inh 54*, PglD DTNB -13, ERp5 block 6 and esBAF inh 64*.
`C=C(C)c1cccc(C(C)(C)NC(=O)NC2CCCC2)c1` gave E-sel inducer -0.3, RAD54 branch 9, PglD DTNB 2 and esBAF inh 0.
`C[C@H]1COc2cc(N3CCCCC3)ccc2S(=O)(=O)N1` gave RAD52 anneal inh -2, E-sel inducer 0.0, Casp6 inh 1 and ERp5 block 2.
For CCCCNC(=O)COC(=O)CCC(=O)c1ccc(Cl)cc1 the results were RAD52 anneal inh -14, E-sel inducer 0.1, RAD54 branch 0, ARNT-TACC3 inh 2, PglD DTNB -10, ERp5 block -2 and esBAF inh -4.
Screening CO[C@@H]1CN(C)C(=O)c2ccc(NC(=O)C3CC3)cc2OC[C@H](C)N(Cc2cccnc2)C[C@@H]1C returned RAD52 anneal inh 25, E-sel inducer 0.3, RAD54 branch 2, ARNT-TACC3 inh -4, Casp6 inh -1, PglD DTNB 6, ERp5 block -2 and esBAF inh 27.
Screening CCN(CC)CCCNC(=O)C1c2ccccc2C(=O)N(CCOC)C1c1ccc(F)cc1 (centres undefined) returned RAD52 anneal inh -18, E-sel inducer 0.8, ARNT-TACC3 inh 0, Casp6 inh 2 and ERp5 block -5.
CCOC(=O)c1ccc(NC(=O)NC2CC3CCC(C2)N3Cc2nnnn2C(C)(C)C)cc1 (centres undefined) was read as RAD54 branch -6, ARNT-TACC3 inh -8, PglD DTNB 0 and esBAF inh 5.
Cn1c(=O)c([N+](=O)[O-])c(NCC2CCCO2)c2ccccc21 (centres undefined) was read as RAD52 anneal inh -11, E-sel inducer -0.1, ARNT-TACC3 inh -3, Casp6 inh 1 and ERp5 block -1.
`Cc1ccc(C)c(N2CCN(CC3CC=CCC3)CC2)c1` (centres undefined) gave RAD54 branch -5, ARNT-TACC3 inh -4, PglD DTNB 2 and esBAF inh -3.
O=C(CNC(=O)c1cccnc1)N/N=C/c1cccnc1 was read as RAD52 anneal inh -13, E-sel inducer 3.3, RAD54 branch -1, ARNT-TACC3 inh -14, Casp6 inh 0, PglD DTNB 4, ERp5 block 4 and esBAF inh 7.
CS(=O)(=O)c1ccccc1C(=O)Nc1ccc(S(=O)(=O)N2CCCC2)cc1 was read as RAD52 anneal inh -2, E-sel inducer -0.1, RAD54 branch -6, ARNT-TACC3 inh -2, Casp6 inh 0, PglD DTNB 0, ERp5 block 5 and esBAF inh -1.

Of the compounds above, these contain two or more sulfur atoms.
COc1ccc(NC(=O)Nc2ccc3c(c2)C(=O)N([C@H](C)CO)C[C@H](C)[C@H](CN(C)S(=O)(=O)c2cccs2)OCCCC[C@@H](C)O3)cc1 was read as RAD52 anneal inh -7, E-sel inducer 0.1, RAD54 branch 5, ARNT-TACC3 inh 10, Casp6 inh 0, PglD DTNB -2, ERp5 block -1 and esBAF inh 6.
CS(=O)(=O)c1ccccc1C(=O)Nc1ccc(S(=O)(=O)N2CCCC2)cc1 was read as RAD52 anneal inh -2, E-sel inducer -0.1, RAD54 branch -6, ARNT-TACC3 inh -2, Casp6 inh 0, PglD DTNB 0, ERp5 block 5 and esBAF inh -1.

The listing continues:
`N#C[C@H]1[C@@H](c2ccc(-c3ccccc3F)cc2)[C@H](CO)N1C(=O)C1CC1` gave RAD52 anneal inh -1, E-sel inducer 0.1, RAD54 branch 6, ARNT-TACC3 inh -7, Casp6 inh -2, PglD DTNB 0, ERp5 block 0 and esBAF inh -3.
`NNC(=O)c1csc(-c2ccccc2)n1` gave RAD52 anneal inh -7, RAD54 branch -5, ARNT-TACC3 inh 7, Casp6 inh 5, PglD DTNB 1, ERp5 block -1 and esBAF inh 2.
For C[C@H](CO)N1C[C@H](C)[C@H](CN(C)C(=O)Nc2cccc3ccccc23)Oc2ccc(NC(=O)CCN3CCOCC3)cc2CC1=O the results were RAD52 anneal inh -8, E-sel inducer 0.0, RAD54 branch -1, ARNT-TACC3 inh -4, Casp6 inh -1, PglD DTNB 1, ERp5 block 4 and esBAF inh -3.
O=C(C[C@@H]1CC[C@@H]2[C@H](COC[C@@H](O)CN2C(=O)Nc2cccc(Cl)c2)O1)N1CCCCC1 was read as RAD52 anneal inh -2, E-sel inducer 0.0, RAD54 branch 6, ARNT-TACC3 inh 5, Casp6 inh -2, PglD DTNB -2, ERp5 block -3 and esBAF inh 5.
For Cc1ccc(S(=O)(=O)N(CC(=O)Nc2cccc(C(F)(F)F)c2)C(=O)N2CCN(C)CC2)cc1 the results were RAD52 anneal inh -1, E-sel inducer -1.5, RAD54 branch -1, Casp6 inh -3, PglD DTNB 10, ERp5 block 2 and esBAF inh -8.
Screening O=C(c1ccccc1)C(C(=O)N1CCc2ccccc2C1)n1ccccc1=O (centres undefined) returned E-sel inducer -0.1, RAD54 branch 0, ARNT-TACC3 inh -4 and PglD DTNB -6.
`CC=Cc1ccc2n(c1=O)C[C@@H]1[C@@H](CO)[C@H](C(=O)N(C)C)N(C(=O)CC3CC3)[C@H]21` (mixture of isomers) gave RAD52 anneal inh -6, E-sel inducer -1.6, RAD54 branch -12, ARNT-TACC3 inh 5, Casp6 inh 2, PglD DTNB 1, ERp5 block 5 and esBAF inh 2.
For O=C(O)C(c1ccccc1)N1C(=O)/C(=C\c2ccc(-c3ccccc3Cl)o2)SC1=S (centres undefined) the results were RAD52 anneal inh -321, E-sel inducer 0.0, RAD54 branch -9, ARNT-TACC3 inh 6, Casp6 inh 86*, PglD DTNB -2, ERp5 block 1 and esBAF inh 6.
For C[C@H]1CN([C@@H](C)CO)C(=O)c2cc(-c3ccncc3)cnc2O[C@@H]1CN(C)C(=O)Cc1ccccn1 the results were RAD52 anneal inh 1, E-sel inducer -0.2, RAD54 branch 4, ARNT-TACC3 inh -12, Casp6 inh -2, PglD DTNB -1, ERp5 block 3 and esBAF inh 1.
Cc1ccnc(N2C(=O)c3ccccc3C2Nc2ccccc2Cl)c1 (centres undefined) was read as RAD52 anneal inh -9, E-sel inducer -0.1, RAD54 branch -1, ARNT-TACC3 inh 2, Casp6 inh -1, PglD DTNB -2, ERp5 block -7 and esBAF inh 11.
For COCCNc1nc2cc(-c3ccc(C)cc3)sc2c(=O)n1C the results were RAD52 anneal inh -6, E-sel inducer 3.1, RAD54 branch -10, Casp6 inh 2, PglD DTNB 3, ERp5 block -1 and esBAF inh 55*.
For O=C(NCCCCc1ccccc1)c1cccc([N+](=O)[O-])c1 the results were RAD52 anneal inh -9, E-sel inducer 11, ARNT-TACC3 inh 2, Casp6 inh 0 and ERp5 block 13.
For Cc1cc(C)n(S(=O)(=O)c2ccccc2[N+](=O)[O-])n1 the results were RAD52 anneal inh -11, RAD54 branch 6, ARNT-TACC3 inh -6, Casp6 inh 2, PglD DTNB -6, ERp5 block 5 and esBAF inh -3.
Screening COc1ccc(C)cc1NC(=O)Cn1c(=O)oc2ccccc21 returned RAD52 anneal inh -10, RAD54 branch -4, ARNT-TACC3 inh -7, Casp6 inh -2, PglD DTNB -5, ERp5 block -2 and esBAF inh -3.
Screening CCCCN(C(=O)CNC(=O)c1cccs1)C(C(=O)NC1CCCC1)c1ccncc1 (centres undefined) returned RAD52 anneal inh 7, RAD54 branch -8, ARNT-TACC3 inh -1, Casp6 inh 4, PglD DTNB -10, ERp5 block 0 and esBAF inh -1.
Screening O=C(C[C@H]1C[C@@H]2c3cc(NC(=O)CC4CC4)ccc3O[C@@H]2[C@@H](CO)O1)NCc1ccc(Cl)cc1 returned RAD52 anneal inh 10, E-sel inducer -0.4, RAD54 branch 5, ARNT-TACC3 inh 3, Casp6 inh 1, PglD DTNB -2, ERp5 block 2 and esBAF inh 8.
For Cc1ccc2c(c1)N(CCCC(=O)NCc1ccc3c(c1)OCO3)C(=O)CO2 the results were RAD52 anneal inh -12, E-sel inducer 0.0, RAD54 branch 1, ARNT-TACC3 inh -10, Casp6 inh 6, PglD DTNB 0, ERp5 block -3 and esBAF inh -7.
CC(=O)N=c1sccn1CC(O)c1ccc(Br)cc1 (centres undefined) was read as RAD52 anneal inh -7, RAD54 branch 6, ARNT-TACC3 inh -1, Casp6 inh 0, PglD DTNB -3, ERp5 block 1 and esBAF inh -1.

An excerpt from above in order of number of heavy atoms, ascending:
CC(=O)N=c1sccn1CC(O)c1ccc(Br)cc1 (centres undefined) was read as RAD52 anneal inh -7, RAD54 branch 6, ARNT-TACC3 inh -1, Casp6 inh 0, PglD DTNB -3, ERp5 block 1 and esBAF inh -1.
For O=C(NCCCCc1ccccc1)c1cccc([N+](=O)[O-])c1 the results were RAD52 anneal inh -9, E-sel inducer 11, ARNT-TACC3 inh 2, Casp6 inh 0 and ERp5 block 13.
Screening CCCCN(C(=O)CNC(=O)c1cccs1)C(C(=O)NC1CCCC1)c1ccncc1 (centres undefined) returned RAD52 anneal inh 7, RAD54 branch -8, ARNT-TACC3 inh -1, Casp6 inh 4, PglD DTNB -10, ERp5 block 0 and esBAF inh -1.

Compound activity from PubChem.
